Screens (PubChem BioAssay)
yeast sgs1 mgt1 = NCI yeast anticancer drug screen, S. cerevisiae sgs1 mgt1 strain; growth inhibition, % at 50 µM; hit rate 10% among 78,000;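 note: 0% = growth of vehicle-only cultures of the same strain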
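Test agents were incubated with a DNA-repair-mutant yeast strain. Growth was then read and compared against vehicle-treated controls.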
yeast bub3 = NCI yeast anticancer drug screen, S. cerevisiae bub3 mutant strain; growth inhibition, % at 50 µM; hit rate 9.9% among 78,000;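 note: 0% = growth of vehicle-only cultures of the same strain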
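Whole-cell yeast assay. The mutant strain was incubated with compounds, and growth inhibition was determined by comparison with vehicle-treated cells.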
yeast rad50 = NCI yeast anticancer drug screen, S. cerevisiae rad50 strain; hit rate 10% among 79,000; % growth inhibition at 50 µM; AID 155;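 note: 0% = growth of vehicle-only cultures of the same strain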
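Genetically altered yeast (DNA repair pathway); compound treatment; growth inhibition vs vehicle ctrl.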
yeast mec2-1 = NCI yeast anticancer drug screen, S. cerevisiae mec2-1 strain. hit rate 9% among 79,000. AID 157. growth inhibition, % at 50 µM;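 note: 0% = growth of vehicle-only cultures of the same strain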
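Readout is yeast growth inhibition, normalised to vehicle-treated controls, in the mec2-1 strain exposed to compound.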
yeast cln2 rad14 = NCI yeast anticancer drug screen, S. cerevisiae cln2 rad14 strain. hit rate 8.3% among 78,000. % growth inhibition at 50 µM;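 note: 0% = growth of vehicle-only cultures of the same strain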
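Yeast strain cln2 rad14, bearing defects in cell cycle control and DNA repair, serves as the test system; values reflect growth inhibition compared with vehicle.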
yeast mlh1 rad18 = NCI yeast anticancer drug screen, S. cerevisiae mlh1 rad18 strain; hit rate 11% among 79,000; growth inhibition, % at 50 µM;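 note: 0% = growth of vehicle-only cultures of the same strain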
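In this whole-cell yeast screen, a strain with altered DNA damage repair is challenged with compound, and its growth is measured against matched vehicle-treated controls.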
* hit, by the source's call; & = joins results of further samples. Cut-off read from the data, not from the text of the source: active = growth inhibition above about 70%; inactive = the rest.

Start of the data: the first 15 entries, to show the layout:
Values run as follows: yeast sgs1 mgt1, yeast bub3, yeast rad50, yeast mec2-1, yeast cln2 rad14, yeast mlh1 rad18
O=[N+]([O-])c1cc(N(c2ccccc2)c2ccccc2)c(Cl)cc1Cl
    -27, 6, -8, -16, -3, -3
CN(C)c1nc(Cl)nc2nc(Cl)[nH]c12
    13, -3, -11, 3, 1, 12
Cc1cc2ccccc2c[n+]1C1CCc2ccccc2C1=O (stereo not given)
    31, 3, 7, 6, 24, 20
COc1c2c(cc3c1c(=O)c1ccccc1n3C)OCO2
    40, 25, 62, 34, -46, 63
O=C1NC2(O)C(=O)c3ccccc3C2(O)N1 (stereo not given)
    -28, -17, -9, -10, 6, 1
CC1=C(O)/C(=C/C(C)CCC/C(C)=C/C=C/C(C)CCCc2ccoc2)OC1=O (stereo not given)
    3, 7, 3, -5, 24, 3
CC(C)CNC=O
    16, 1, 38, 1, 17, 26
C#CC1(OCCOC(=O)NC)CCCCC1
    2, 7, 5, -3, 10, 1
CC(C)(C)n1nc(C2CC2)c(Br)c1NC(=O)c1ccccc1
    21, 14, -8, -6, 11, 9
CC(C)C1(O)c2ccccc2Oc2ccccc21
    -6, 17, 3, 1, -5, 1
COC(=O)/C=C(\C(=O)OC)N1CCCCC1
    -7, 2, 2, -4, -30, -23
CN(C(=O)c1ccc(Cl)s1)C(=S)N(C)C(=O)c1ccc(Cl)s1
    -13, -24, -26, -36, 15, -33
CS[C@H]1CC[C@@]2(C)C(=CC[C@H]3[C@@H]4CC[C@H]([C@H](C)CCCC(C)C)[C@@]4(C)CC[C@@H]32)C1
    -11, -26, -32, -15, -7, -17
O=C(c1ccccc1)c1cccc(C(=O)c2ccccc2)c1
    -13, 7, -2, -11, 5, -17
O=C(O)c1cccc(C(=O)O)c1Br
    -9, -9, 4, -12, -25, -9

Main list, from the first entry:
Values run as follows: yeast sgs1 mgt1, yeast bub3, yeast rad50, yeast mec2-1, yeast cln2 rad14, yeast mlh1 rad18
O=[N+]([O-])c1cc(N(c2ccccc2)c2ccccc2)c(Cl)cc1Cl
    -27, 6, -8, -16, -3, -3
CN(C)c1nc(Cl)nc2nc(Cl)[nH]c12
    13, -3, -11, 3, 1, 12
Cc1cc2ccccc2c[n+]1C1CCc2ccccc2C1=O (stereo not given)
    31, 3, 7, 6, 24, 20
COc1c2c(cc3c1c(=O)c1ccccc1n3C)OCO2
    40, 25, 62, 34, -46, 63
O=C1NC2(O)C(=O)c3ccccc3C2(O)N1 (stereo not given)
    -28, -17, -9, -10, 6, 1
CC1=C(O)/C(=C/C(C)CCC/C(C)=C/C=C/C(C)CCCc2ccoc2)OC1=O (stereo not given)
    3, 7, 3, -5, 24, 3
CC(C)CNC=O
    16, 1, 38, 1, 17, 26
C#CC1(OCCOC(=O)NC)CCCCC1
    2, 7, 5, -3, 10, 1
CC(C)(C)n1nc(C2CC2)c(Br)c1NC(=O)c1ccccc1
    21, 14, -8, -6, 11, 9
CC(C)C1(O)c2ccccc2Oc2ccccc21
    -6, 17, 3, 1, -5, 1
COC(=O)/C=C(\C(=O)OC)N1CCCCC1
    -7, 2, 2, -4, -30, -23
CN(C(=O)c1ccc(Cl)s1)C(=S)N(C)C(=O)c1ccc(Cl)s1
    -13, -24, -26, -36, 15, -33
CS[C@H]1CC[C@@]2(C)C(=CC[C@H]3[C@@H]4CC[C@H]([C@H](C)CCCC(C)C)[C@@]4(C)CC[C@@H]32)C1
    -11, -26, -32, -15, -7, -17
O=C(c1ccccc1)c1cccc(C(=O)c2ccccc2)c1
    -13, 7, -2, -11, 5, -17
O=C(O)c1cccc(C(=O)O)c1Br
    -9, -9, 4, -12, -25, -9

Limited to yeast cln2 rad14, for two of the compounds above:
compound	yeast cln2 rad14
COc1c2c(cc3c1c(=O)c1ccccc1n3C)OCO2	-46
O=C1NC2(O)C(=O)c3ccccc3C2(O)N1 (stereo not given)	6

The list goes on:
Values run as follows: yeast sgs1 mgt1, yeast bub3, yeast rad50, yeast mec2-1, yeast cln2 rad14, yeast mlh1 rad18
CC1(C)CC(=O)CC(=O)C1
    5&-9, 7&3, 10&25, 3&13, 1&19, 7&19
CCCCOCC(=O)NC1CCCCC1
    -39, -24, 30, -30, -10, 34
O=C(Nc1cc(C(=O)Nc2cccc(S(=O)(=O)O)c2)cc(C(=O)Nc2cccc(S(=O)(=O)O)c2)c1)c1cccc(C(=O)Nc2cc(C(=O)Nc3cccc(S(=O)(=O)O)c3)cc(C(=O)Nc3cccc(S(=O)(=O)O)c3)c2)c1
    -15, 5, 0, 0, 3, -6
Cc1ccc(S(=O)(=O)OC(F)(F)C(F)(F)F)cc1
    8, -4, 8, 5, -8, 6
O=[N+]([O-])CC(O)c1ccccc1Cl (stereo not given)
    100*, 99*, 99*, 100*, 99*, 99*
CSc1ccc(NC=O)cc1
    10, 14, 20, 6, 4, 22
CC1CCCNC1C (stereo not given)
    -11, -3, -21, -24, -29, 8
COc1ccc(Cl)cc1/C=C\C=N\OCC(=O)O
    1, -6, 5, 2, -44, 7
O=C1C=C(N2CCCCC2)C(=O)C=C1N1CCCCC1
    11, -2, 19, -14, -10, 5
O=C(CC1=NC2NN(c3ccccc3)C(=O)C2=C1CC(=O)c1ccccc1)c1ccccc1 (stereo not given)
    16, -3, 29, 3, 10, 43
CC(C)(C)c1cc(C=O)cc(C(C)(C)C)c1O
    -3, -18, -6, 7, -24, 28
CCOC(=O)C(NC(C)=O)C(O)c1ccc(C(C)C)cc1 (stereo not given)
    8, 15, 11, 4, -34, 15
COc1ccc(-c2sc(-c3ccccc3)nc2O)cc1
    2, -10, 5, 13, -18, -5
COC(=O)c1ccccc1C(=O)O
    12, 3, 17, 4, -10, 23
O=C1c2c(ccc3c2CCC3)CC12Cc1cc3c(cc1C2)CCC3
    -23, 0, -34, -33, 11, -15

(further entries)
Molecule | yeast sgs1 mgt1 | yeast bub3 | yeast rad50 | yeast mec2-1 | yeast cln2 rad14 | yeast mlh1 rad18
O=c1c(Br)nn(C(c2ccccc2)c2ccccc2)c(=O)n1C(c1ccccc1)c1ccccc1 | 10 | 4 | 23 | 2 | 16 | 13
COc1cc2c(c(C3(O)C(=O)N(C)c4ccccc43)c1OC)OCO2 (stereo not given) | 13 | -53 | 2 | -12 | -53 | 5
O=C(O)c1nc(N=Nc2ccc(S(=O)(=O)O)cc2)[nH]c1C(=O)O | 10 | -2 | 25 | -5 | -31 | 21
CCCCCCCCCCCCCCCCSCCOC(=O)C1C2CCC(O2)C1C(=O)O (stereo not given) | 10 | 30 | 56 | -18 | 14 | 38
NCCNC(=O)CN(CC(=O)O)C1CCCCC1N(CC(=O)O)CC(=O)O (stereo not given) | 29 | 32 | 13 | 19 | -14 | -8
COc1ncnc2c1cnn2C1OC(CO)C(O)C1O (stereo not given) | 27 | 23 | 13 | 18 | 10 | 22
CCN(CC)c1ccc(N=C2C=CC(=O)C(NC(C)=O)=C2)c(C)c1 | 29 | 14 | -13 | -25 | -8 | 13
C1CNC(C2=NCCN2)=N1 | -24 | -32 | -5 | -8 | -26 | -7
CCOCCc1cccc(C)n1 | 6 | -2 | -8 | -11 | 7 | 16
CC(=O)NC1=C(Oc2ccccc2)C(=O)c2ccccc2C1=O | 99* | 94* | 99* | 98* | 70* | 99*
COc1cccc(N=Nc2c(C)nn(C(=S)S)c2C)c1 | 23 | 23 | -7 | -2 | -41 | 9
O=S(=O)(c1ccccc1)C1(Sc2ccccc2)CC(Br)[C@@H](Br)C1 (stereo not given in full) | 26 | -7 | 22 | 7 | 8 | -6
NC(=O)/C=C1\NC(=O)CS1 | 1 | -5 | 0 | 8 | -31 | 4
Nc1cccc2c([N+](=O)[O-])cccc12 | 63 | 17 | 63 | 34 | 31 | 60
